# Compound activity from PubChem BioAssay.
# SKKanGAS inh: SKKanGAS growth inhibition; S. pyogenes SKKanGAS, kanamycin growth, BacTiter-Glo, 6 h; inhibition, % at 7.5 µM; actives 1.3% (n = 300,000); AID 1662;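 active means mean replicate score, as percent of positive control median, at least 50; inconclusive means mean below 50 but one replicate at or above 50; inactive means mean and every replicate below 50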;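 further: strain carries kanamycin resistance gene driven by streptokinase promoter and grows in 40 µg/ml kanamycin; loss of luminescence reflects streptokinase promoter inhibition or plain growth inhibition; 0% = median of DMSO wells and 100% = positive control at its reference dose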
# KCNK3 block: human KCNK3 channel inhibition, primary screen | O14649 | CHO-KCNK3 thallium flux, FluxOR fluorescence; stronger effect = lower value | B-score at 10 µM | actives 0.84% (n = 340,000) | AID 602410;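 active means B-score under library mean minus 4 SD, starting fluorescence ratio at most library mean plus 5 SD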;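 further: more negative B-score means stronger inhibition of thallium flux through KCNK3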
# Target sequence (O14649 whole entry, looked up): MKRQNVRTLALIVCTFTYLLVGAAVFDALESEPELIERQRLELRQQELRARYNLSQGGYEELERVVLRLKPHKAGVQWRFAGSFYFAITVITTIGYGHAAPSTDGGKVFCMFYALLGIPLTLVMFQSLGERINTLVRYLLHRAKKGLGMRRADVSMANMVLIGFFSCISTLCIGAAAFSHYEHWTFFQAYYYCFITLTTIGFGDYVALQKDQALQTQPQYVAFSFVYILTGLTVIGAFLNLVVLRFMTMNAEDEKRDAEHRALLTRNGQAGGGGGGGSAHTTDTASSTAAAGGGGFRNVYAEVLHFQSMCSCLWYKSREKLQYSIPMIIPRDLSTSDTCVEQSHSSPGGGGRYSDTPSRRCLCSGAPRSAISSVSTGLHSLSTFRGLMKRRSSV
# hERG protect: compounds protecting human hERG from proarrhythmic drug block | Q12809 | CHO-hERG, FluxOR thallium flux, dofetilide IC70 present | activation (rescue from dofetilide block), less the hit threshold, % at 10 µM | actives 0.51% (n = 310,000);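 active means activation above the mean of controls blocked by dofetilide plus 5 SD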;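 further: thallium influx through hERG after potassium depolarization seen as dye fluorescence rise; in these data hits start at about 4.7%; inactives centre near -7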
# KCNQ1 block: human KCNQ1 channel inhibition; P51787; CHO-K1 KCNQ1, FluxOR thallium flux fluorescence; stronger effect = higher value; B-score at 10 µM; actives 1.3% (n = 310,000); AID 2642;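 active means compounds whose thallium flux B-score, printed positive for inhibition, exceeds three library SD while starting fluorescence stays within three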;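 further: channel opened by potassium depolarization with thallium stimulus after 20 min compound exposure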
# Target sequence (P51787 whole entry, looked up): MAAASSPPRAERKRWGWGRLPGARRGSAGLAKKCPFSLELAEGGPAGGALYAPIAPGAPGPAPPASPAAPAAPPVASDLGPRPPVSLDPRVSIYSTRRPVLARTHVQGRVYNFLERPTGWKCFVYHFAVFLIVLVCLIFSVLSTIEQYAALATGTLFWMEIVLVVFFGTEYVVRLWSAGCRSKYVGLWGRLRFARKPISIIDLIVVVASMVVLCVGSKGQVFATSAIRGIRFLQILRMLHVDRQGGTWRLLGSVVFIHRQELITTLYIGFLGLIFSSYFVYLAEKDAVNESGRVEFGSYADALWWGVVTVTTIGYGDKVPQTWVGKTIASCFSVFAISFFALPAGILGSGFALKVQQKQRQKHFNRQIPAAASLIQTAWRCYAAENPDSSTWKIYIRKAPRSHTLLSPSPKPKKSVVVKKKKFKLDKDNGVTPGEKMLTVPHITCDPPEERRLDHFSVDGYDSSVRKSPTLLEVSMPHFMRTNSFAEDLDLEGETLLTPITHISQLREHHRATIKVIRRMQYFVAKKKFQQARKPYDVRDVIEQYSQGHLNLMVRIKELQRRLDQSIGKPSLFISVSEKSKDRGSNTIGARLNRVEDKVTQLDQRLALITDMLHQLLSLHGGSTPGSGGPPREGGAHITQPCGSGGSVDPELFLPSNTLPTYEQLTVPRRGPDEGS
# TMEM16A inh: blocks the mouse calcium-activated chloride channel TMEM16A; Q8BHY3; HEK293 TMEM16A/YFP iodide influx fluorescence, ionomycin; normalized B-score (activity score, 25-100; higher = stronger inhibition) at 10 µM; actives 1.2% (n = 310,000); AID 588511;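 active means ratio plate-corrected score three or more library SD toward inhibition, starting fluorescence score within five deviations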;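 further: score derived from kinetic fluorescence span divided by baseline fluorescence per well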
# ANO1 activ: activates or potentiates the mouse TMEM16A chloride channel. actives 0.3% (n = 340,000). B-score at 10 µM. HEK293 TMEM16A/YFP-H148Q/I152L, iodide quench fluorescence; stronger effect = lower value;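 active means fluorescence-ratio B-score plate-corrected deviation score at least 3 library SD below zero, with starting fluorescence score within 5 deviations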;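 further: channel opened by trigger with iodide after compound preincubation; score built on the fluorescence ratio of max minus min over baseline; more negative score means more quench and so TMEM16A activation or potentiation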
# HDAC3 inh: inhibitors of human histone deacetylase 3 | O15379 | recombinant HDAC3, fluorogenic peptide/trypsin coupled, fluorescence | inhibition, % at 8.3 µM | actives 0.15% (n = 320,000); in the data active means inhibition above about 26%, passing the limit was not always enough; inconclusive means no clear call, values can overlap the other calls
# RGS4 block: human RGS4 inhibition. B-score at 10 µM. AID 463165. HEK293 M3R/RGS4 inducible, Fluo-4 calcium flux; stronger effect = higher value; triggered by carbachol at its EC20. P49798. actives 0.45% (n = 310,000);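 active means B-score, a plate-corrected calcium signal, over three deviations above library mean, with baseline fluorescence within five deviations of library mean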;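 further: RGS4 expression induced by doxycycline in cells with stable M3 receptor; B-score is computed from the integrated fluorescence ratio over baseline after carbachol; higher B-score means a larger calcium signal and so more RGS4 inhibition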
# RGS4 act: potentiators or activators of RGS4 | actives 0.92% (n = 310,000) | B-score at 10 µM | HEK293 M3R/inducible RGS4, carbachol calcium flux Fluo4; stronger effect = lower value;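 active means B-score of the integrated calcium signal more than 4 SD below the library mean, with starting fluorescence not abnormally high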;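 further: negative B-score means reduced calcium response which marks RGS4 activation or potentiation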
#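 Assay system: Inducible-RGS4 HEK293 cells carrying M3 receptor | Schedule: Compound preincubation 20 min at room temperature before agonist | Signal: Kinetic calcium fluorescence imaging with Fluo4-AM dye, 2 µM | Read-out basis: B score from integrated fluorescence ratio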
# KCNK9 block: human KCNK9 channel inhibition | Q9NPC2 | HEK293 KCNK9, FluxOR thallium flux fluorescence; stronger effect = lower value | B-score at 10 µM | actives 1.2% (n = 310,000) | AID 488922;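 active means ratio B-score over 3 SD below the library mean, with starting fluorescence within 5 SD of its mean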;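 further: negative B-score means less thallium flux so channel inhibition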
# KCNQ1 pot: potentiates or activates the human KCNQ1 potassium channel; CHO-K1 KCNQ1, thallium flux FluxOR fluorescence; stronger effect = higher value; P51787; B-score at 10 µM; actives 0.35% (n = 310,000); AID 2648;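 active means fluorescence ratio B-score, a plate-corrected score, at least three library SD, with initial intensity B-score within 5 SD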
#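 Assay system: CHO-K1 cells stably expressing KCNQ1; Medium: assay buffer with matched DMSO; Also added: K+/Tl+ depolarizing stimulus; Dosing: single dose; Timing: dye 90 min, compound 20 min, room temperature; Measured by: kinetic FluxOR thallium fluorescence, 10-s 1-Hz baseline, 110-s post-stimulus read; Read-out: peak-minus-minimum fluorescence over initial fluorescence, negative-control normalized, B-scored.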
# * hit, by the source's call; i = inactive; ? = inconclusive; . = not tested or not shown.
SMILES,SKKanGAS inh,KCNK3 block,hERG protect,KCNQ1 block,TMEM16A inh,ANO1 activ,HDAC3 inh,RGS4 block,RGS4 act,KCNK9 block,KCNQ1 pot
O=C(NCCCN1CCOCC1)C(C(=O)NCCCN1CCOCC1)c1ncc(C(F)(F)F)cc1Cl,3,i,-10,i,i,i,-4,i,i,i,i
Cc1ccc(CSC2=CS(=O)(=O)c3ccccc3N2)cc1,3,i,-12,i,i,i,12,i,i,i,i
Cn1nc(N)c2c(-c3ccc(Cl)cc3)c(C#N)c(N)nc21,-4,i,-6,i,i,i,1,i,i,i,i
N#Cc1cccc(NC(=O)COC(=O)CCc2nc3ccccc3c(=O)[nH]2)c1,2,i,-2,i,i,i,2,i,i,i,i
c1ccc(Nc2cccc3c(Nc4ccccc4)cccc23)cc1,2,i,-6,i,i,i,-18,i,i,i,i
O=C(c1ccc(Cl)cc1)c1c[nH]c(C(=O)C(Cl)(Cl)Cl)c1,-3,i,-11,i,i,i,-3,i,i,i,i
COc1ccc(CCNC(=O)Nc2ccc(F)cc2F)cc1OC,-2,i,-3,i,i,i,5,i,i,i,i
CC1Cc2ccccc2N1CC(=O)Nc1ccc2c(c1)OCO2 (stereo not given),-8,i,-8,i,i,i,-6,i,i,i,i
CC(C)(C#N)NC(=O)C(=O)c1c(-c2ccccc2)cc2ccccn12,-16,i,-12,i,i,i,1,i,i,i,i
N#C/C(=C\c1ccc(OCc2ccccc2)cc1)C(N)=O,11,i,-12,i,i,i,2,i,i,i,i
CCOC(=O)CCCNC(=O)CCCNC(=O)C(c1ccccc1)c1ccccc1,-3,i,-7,i,i,i,0,i,i,i,i
Cc1ccc(-n2c([O-])nc(-[n+]3ccccc3)c2C=O)cc1,-19,i,-4,i,i,i,1,i,i,i,i
CCC1CCCN1Cn1cnc2c([nH]c3ccc(Cl)cc32)c1=O (stereo not given),2,i,-12,i,i,i,3,i,i,i,i
CC1(c2ccc(OC(F)F)cc2)NC(=O)N(CC(=O)c2ccc3c(c2)OCO3)C1=O (stereo not given),11,i,-13,i,i,i,1,i,i,i,i
C=CCC1CCCC(=O)N2CC[C@H](O)C12 (stereo not given in full),-2,i,-10,i,i,i,-4,i,i,i,i
CCN(CCn1cccn1)C(=O)c1cc(COc2c(F)cccc2F)on1,-17,i,-8,i,i,i,-6,i,i,i,i
CCOC(=O)c1nc(-c2ccc(OC)c(OC)c2)cnc1C#N,-12,i,-5,i,i,i,-3,i,i,i,i
CCC(C)NC(=O)Cn1cnc2sc(C)c(S(=O)(=O)N3CCN(c4ccccc4OC)CC3)c2c1=O (stereo not given),9,i,-5,i,i,i,-1,i,i,i,i
COc1cc(CN2CCN(Cc3ccc(C)cc3)C(CCO)C2)cc(OC)c1O (stereo not given),6,i,-10,i,i,i,2,i,i,i,i
Cc1cc(Cl)ccc1OC(C)C(=O)Nc1ccc(C(=O)Nc2ccccc2C(=O)O)cc1 (stereo not given),19,i,-34,9*,100*,i,.,i,i,i,i
CCOc1[nH]n(-c2ccccc2)c(=O)c1C=NCc1cccnc1,-10,i,-4,i,i,i,6,i,i,i,i
CCN(CC)CCCNC(=O)c1[nH]c2ccccc2c1Sc1ccc(Cl)cc1,1,i,-14,i,i,i,2,i,i,i,i
CCCn1nc(NC(=O)c2cccs2)c2cc3ccccc3nc21,2,i,-27,i,i,i,-5,i,i,i,i
O=S1(=O)N=C2CCCCCN2C(c2ccc(F)cc2)N1 (stereo not given),-4,i,-5,i,i,i,6,i,i,i,i
COc1cc(CNC2CCCC2)cc(Cl)c1OCc1ccccc1Cl,-2,i,-27,i,i,i,-2,i,i,i,i
Cc1noc(C)c1C(=O)N1CCN(S(=O)(=O)c2cccc(Cl)c2Cl)CC1,2,i,-16,i,i,i,0,i,i,i,i
COC(=O)c1ccc(C(=O)OC)c(NC(=S)N2CCCC(CO)C2)c1 (stereo not given),6,i,1,i,i,i,-11,i,i,i,i
Cc1ccc(-c2ccc(/C=N/c3ncn[nH]3)o2)cc1Cl,-4,i,-10,i,i,i,-1,i,i,i,i
CC(Cc1n[nH]c(=S)o1)c1ccccc1 (stereo not given),1,i,-6,i,i,i,8,i,i,i,i
Cc1ccc(N)c(C(O)(C(F)(F)F)C(F)(F)F)c1,9,i,-4,i,i,i,5,i,i,i,i
Cc1ccc(C(C)C)c(OCCNCc2ccccc2)c1,8,i,-11,i,i,i,2,i,i,i,i
CCOC(=O)c1nnn2c3ccccc3c(=O)n(C)c12,3,i,-3,i,i,i,1,i,i,i,i
O=C(c1ccccc1N1CCOCC1)N1CCCC(Nc2ccc(F)cc2)C1 (stereo not given),-2,i,-11,i,i,i,4,i,i,i,i
Cc1nc2ccccc2c2c1C(=O)N(C)C2=O,1,i,5.7*,i,i,i,2,i,i,i,i
CC(C)CC(c1nnnn1CCc1ccccc1)N1CCN(C(=O)c2ccco2)CC1 (stereo not given),3,i,-6,i,i,i,-1,i,i,i,i
Cn1c(S(=O)(=O)c2ccc([N+](=O)[O-])cc2)nc(Br)c1Br,4,i,-3,i,i,i,-1,i,i,i,i
CCOC(=O)N1C(=O)[C@@](CC)(c2ccccc2)N1C(=O)OCC,0,i,-4,i,i,i,35*,i,i,i,i
CC1CCN(C(=O)c2ccccc2SCC(=O)NCC2CCCCC2)CC1,-4,i,-7,i,i,i,3,i,i,i,i
CC(C)N(C(=O)COC(=O)c1cccc(N(C)C)c1)c1ccccc1,-4,i,-7,i,i,i,1,i,i,i,i
Cc1ccccc1NC(=O)c1sc2nc(N3CCOCC3)c3c(c2c1N)CCCC3,28,i,-5,i,i,i,-1,i,i,i,i
COC(c1ccccc1)c1nnc(CCC(=O)N(C)CCc2ccccc2)o1 (stereo not given),0,i,-5,i,i,i,2,i,i,i,i
COC(=O)Cn1cnc2c(cnn2-c2ccc(OC)cc2)c1=O,2,i,-7,i,i,i,0,i,i,i,i
CC[C@@]1(c2ccccc2)C(=O)N(C(=O)OC)N1C(=O)OC,2,i,-1,i,i,i,9,i,i,i,i
CCOC(=O)C1=C(CN2CCOCC2)NC(=O)NC1c1cc(C)ccc1C (stereo not given),1,i,-2,i,i,i,-5,i,i,i,i
COc1cccc(/C=N/Nc2nc(Nc3ccc([N+](=O)[O-])cc3)nc(N3CCCC3)n2)c1O,73*,i,-6,i,i,i,-3,i,-9.2*,i,i
CN(Cc1ccccc1)c1nc2nonc2nc1N1CCCC(CN2CCCC2=O)C1 (stereo not given),7,i,-9,i,i,i,?,i,i,i,i
Cc1nc2ccccc2n1CSc1ccccc1,0,i,-3,i,i,i,.,i,i,i,i
N=c1sccn1CC(=O)Nc1ccccc1Cc1ccccc1,-2,i,-3,i,i,i,-3,i,i,i,i

# Records listed above marked active in KCNQ1 block.
Structure | KCNK3 block | KCNQ1 block | ANO1 activ | HDAC3 inh | RGS4 block | KCNK9 block
Cc1cc(Cl)ccc1OC(C)C(=O)Nc1ccc(C(=O)Nc2ccccc2C(=O)O)cc1 (stereo not given) | i | 9* | i | . | i | i

# Reformatted with two lines to a compound: entries from further up.
# Every second line gives: SKKanGAS inh | KCNK3 block | hERG protect | KCNQ1 block | TMEM16A inh | ANO1 activ | HDAC3 inh | RGS4 block | RGS4 act | KCNK9 block | KCNQ1 pot
COC(=O)Cn1cnc2c(cnn2-c2ccc(OC)cc2)c1=O
  2 | i | -7 | i | i | i | 0 | i | i | i | i
COc1cccc(/C=N/Nc2nc(Nc3ccc([N+](=O)[O-])cc3)nc(N3CCCC3)n2)c1O
  73* | i | -6 | i | i | i | -3 | i | -9.2* | i | i

# (listing goes on)
SMILES,SKKanGAS inh,KCNK3 block,hERG protect,KCNQ1 block,TMEM16A inh,ANO1 activ,HDAC3 inh,RGS4 block,RGS4 act,KCNK9 block,KCNQ1 pot
COc1cccc(-c2ccc3c(N)c(C(=O)NC4CC4)sc3n2)c1,-7,i,-19,i,i,i,-1,i,i,i,i
CCOc1ccccc1NC(=O)CCNC(=O)c1ccc(Cl)cc1,.,i,-6,i,i,i,1,i,i,i,i
Cc1ccc(S(=O)(=O)N(Cc2cc3cc4c(cc3[nH]c2=O)OCCO4)CC2CCCO2)cc1 (stereo not given),0,i,-9,i,i,i,-3,i,i,i,i
Cc1ccc(S(=O)(=O)N[C@@H](C)C(=O)N2CCC(C(=O)N[C@@H](Cc3ccccc3)C(=O)O)CC2)cc1,1,i,-7,i,i,i,-5,i,i,i,i
O=C(C[n+]1cc(Br)cc(Br)c1)c1ccc(-c2ccccc2)cc1,0,i,-15,i,i,.,1,i,i,i,i
COc1cc(NC(=O)COC(=O)CNC(=O)c2ccc(C)cc2)c(C)cc1[N+](=O)[O-],-6,i,-12,i,i,i,-1,i,i,i,i
Cc1ccc(S(=O)(=O)N2CCN(CC(=O)Nc3ccc4c(c3)CCC4)CC2)cc1C,-6,i,-13,i,i,i,-5,i,i,i,i
CC(=O)c1ccc(OCc2cc(=O)n3ccsc3n2)cc1,-1,i,-7,i,i,i,.,i,i,i,i

# Entries of single compounds, quoted from the list. Values in the order: SKKanGAS inh	KCNK3 block	hERG protect	KCNQ1 block	TMEM16A inh	ANO1 activ	HDAC3 inh	RGS4 block	RGS4 act	KCNK9 block	KCNQ1 pot
# Shown for `Cc1ccc(S(=O)(=O)N(Cc2cc3cc4c(cc3[nH]c2=O)OCCO4)CC2CCCO2)cc1` (stereo not given) → 0	i	-9	i	i	i	-3	i	i	i	i
# Shown for `CC(=O)c1ccc(OCc2cc(=O)n3ccsc3n2)cc1` → -1	i	-7	i	i	i	.	i	i	i	i
